# UCHL1 block = inhibitors of human UCHL1 deubiquitinase; P09936; purified UCHL1, Ub-rhodamine cleavage fluorescence; inhibition, % at 20 µM; actives 0.2% (n = 47,000)
# USP10 block = inhibitors of human USP10 deubiquitinase. Q14694. purified USP10, Ub-rhodamine fluorescence, 60 min. inhibition, % at 20 µM. actives 1.1% (n = 47,000)
# OTUD3 block = inhibitors of human OTUD3 deubiquitinase. actives 0.7% (n = 47,000). purified OTUD3, Ub-rhodamine fluorescence, 2 h. Q5T2D3. AID 1645858. inhibition, % at 25 µM
# Target sequence (Q5T2D3 whole entry, looked up): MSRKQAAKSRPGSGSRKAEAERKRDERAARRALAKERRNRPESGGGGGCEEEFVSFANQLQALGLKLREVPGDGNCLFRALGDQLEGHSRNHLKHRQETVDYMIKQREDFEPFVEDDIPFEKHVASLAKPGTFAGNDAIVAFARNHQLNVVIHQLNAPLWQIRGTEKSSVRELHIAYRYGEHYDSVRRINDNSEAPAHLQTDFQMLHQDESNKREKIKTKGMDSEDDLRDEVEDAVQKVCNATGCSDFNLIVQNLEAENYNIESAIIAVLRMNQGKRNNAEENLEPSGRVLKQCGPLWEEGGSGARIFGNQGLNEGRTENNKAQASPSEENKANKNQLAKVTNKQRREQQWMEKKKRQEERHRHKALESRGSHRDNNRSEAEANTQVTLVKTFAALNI
# USP17 block = blocks human USP17 ubiquitin-rhodamine cleavage; A8MUK1; purified USP17, Ub-rhodamine cleavage fluorescence, 3 h; inhibition, % at 50 µM; actives 6.5% (n = 47,000)
# USP28 block = inhibitors of human USP28 deubiquitinase | Q96RU2 | purified USP28, Ub-rhodamine cleavage fluorescence, 30 min | inhibition, % at 25 µM | actives 3% (n = 47,000)
# USP8 inh = blocks human USP8 ubiquitin-rhodamine cleavage; inhibition, % at 20 µM; actives 4.2% (n = 47,000); AID 1645853; purified USP8, Ub-rhodamine cleavage fluorescence, 30 min; P40818
# USP30 inh = blocks human USP30 ubiquitin-rhodamine cleavage; actives 5.3% (n = 47,000); Q70CQ3; AID 1645860; inhibition, % at 25 µM; purified USP30, Ub-rhodamine cleavage fluorescence
# Target sequence (Q70CQ3 whole entry, looked up): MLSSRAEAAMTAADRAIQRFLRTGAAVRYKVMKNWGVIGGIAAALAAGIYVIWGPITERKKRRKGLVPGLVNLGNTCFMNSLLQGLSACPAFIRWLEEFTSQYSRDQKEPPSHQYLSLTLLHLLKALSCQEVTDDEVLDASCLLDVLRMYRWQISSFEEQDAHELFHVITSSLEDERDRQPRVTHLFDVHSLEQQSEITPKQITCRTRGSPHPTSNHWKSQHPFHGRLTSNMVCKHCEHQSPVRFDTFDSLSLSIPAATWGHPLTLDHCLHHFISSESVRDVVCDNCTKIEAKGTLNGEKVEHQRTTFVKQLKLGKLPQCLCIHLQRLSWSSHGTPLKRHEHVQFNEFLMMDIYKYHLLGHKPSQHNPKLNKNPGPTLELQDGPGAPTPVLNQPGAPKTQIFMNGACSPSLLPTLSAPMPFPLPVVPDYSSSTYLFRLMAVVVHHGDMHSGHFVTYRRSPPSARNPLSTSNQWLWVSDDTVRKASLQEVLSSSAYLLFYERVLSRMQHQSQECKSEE
# USP7 block = human USP7 deubiquitinase inhibition; Q93009; purified USP7, Ub-rhodamine cleavage fluorescence; inhibition, % at 20 µM; actives 0.3% (n = 47,000)
# Active calls of the source: *; i = inactive; · = no result given. No stated cut-off is given here; in the data, active means inhibition above about 30%; inactive means the rest.
no.	UCHL1 block	USP10 block	OTUD3 block	USP17 block	USP28 block	USP8 inh	USP30 inh	USP7 block	SMILES
1	-1.4	-0.5	5.4	-7.6	34.2*	-11.3	4.9	-82.8	NCCNC(=O)N1CCC2(CC1)OC(=O)N(Cc1ccccc1)c1ccccc12
2	0.0	-0.7	1.4	3.3	17.3	-0.6	-4.0	2.0	O=C(COC(=O)c1ccc2ncsc2c1)Nc1cccc(F)c1
3	-3.9	-5.8	-9.3	-4.4	-15.3	-11.3	-8.5	-0.2	O=C(N1CCC2(CC1)CC(Oc1ccccc1F)CO2)C1(Cc2ccccc2)CCOCC1 (stereo not given)
4	-6.1	-6.1	-14.7	-27.0	-8.9	-16.7	-91.3	-8.2	COc1ccc(CN2CCC3(CC2)Nc2cc(Cl)ccc2C2=NCCN23)cc1CO
5	1.7	0.1	9.7	6.5	9.5	1.8	9.8	-1.0	C[C@H](NC(=O)c1sc2ccccc2c1Cl)c1nnc2ccccn12
6	-4.4	1.6	-0.3	-4.7	63.3*	-1.2	-0.1	-3.0	Cc1cc(C(=O)Nc2ccc3c(c2)OCCO3)no1
7	-6.2	1.8	-7.8	-10.5	-10.1	-21.2	-8.7	-2.7	COc1ccccc1OCCNC(=O)Cn1ccc2c(c(C)nn2-c2ccccc2)c1=O
8	2.4	-1.3	-4.4	-5.0	8.2	12.4	-11.7	-74.2	O=C(Nc1nc2ccccc2s1)C1CC(=O)N(c2ccc(F)cc2)C1 (stereo not given)
9	-0.7	-0.3	-0.2	-1.9	-9.2	-33.0	-5.3	-14.3	COc1ccc(CC(=O)N2CCCC(c3nc(C)ncc3-c3cc(C)no3)C2)cc1 (stereo not given)
10	-1.2	-0.8	-13.8	-14.2	-12.1	-1.7	-3.5	0.2	CCCSc1ncnc2c1sc1nc(C(C)C)c3c(c12)CC(C)(C)OC3

# From no. 9 up to 10, copied from above:
no.	UCHL1 block	USP10 block	OTUD3 block	USP17 block	USP28 block	USP8 inh	USP30 inh	USP7 block	SMILES
9	-0.7	-0.3	-0.2	-1.9	-9.2	-33.0	-5.3	-14.3	COc1ccc(CC(=O)N2CCCC(c3nc(C)ncc3-c3cc(C)no3)C2)cc1 (stereo not given)
10	-1.2	-0.8	-13.8	-14.2	-12.1	-1.7	-3.5	0.2	CCCSc1ncnc2c1sc1nc(C(C)C)c3c(c12)CC(C)(C)OC3

# The list goes on:
no.	UCHL1 block	USP10 block	OTUD3 block	USP17 block	USP28 block	USP8 inh	USP30 inh	USP7 block	SMILES
11	-5.8	-1.6	-2.8	-1.7	-3.4	-3.8	-3.0	-3.1	CSc1ncnc2c1sc1nc(C)c3c(c12)CC(C)(C)OC3
12	-5.2	3.4	-2.0	41.7*	-2.8	1.9	11.3	-2.2	O=C(CSc1nnc(Cc2ccccc2)o1)N1CCc2ccccc21
13	-4.1	-6.5	-18.9	-26.7	-15.7	-16.4	-59.2	·	Cc1oc(-c2ccco2)nc1CN1CCCC1Cn1cncn1 (stereo not given)
14	-38.2	-5.5	-109.0	-166.5	-110.4	-90.0	-435.5	-41.0	Cc1ccc(C)c(CNC(=O)C2CCN(c3cnc4nccnc4c3)CC2)c1
15	7.5	3.2	-0.7	0.0	3.6	6.8	-0.6	14.1	COc1cc2ccccc2cc1C(=O)OC(C)C(=O)Nc1ccc(Oc2ccccc2)cc1 (stereo not given)
16	-6.1	-10.4	-11.1	-14.8	-12.6	-14.6	-65.4	3.1	Cc1cc(CN2CCC3(CC2)CC3c2nnc(-c3cccc(F)c3)o2)on1 (stereo not given)
17	-1.4	15.5	-9.7	-20.1	-11.0	-131.6	-14.8	5.5	O=C(COC(=O)c1ccccc1NS(=O)(=O)c1ccc2c(c1)OCCO2)c1ccc([N+](=O)[O-])cc1
18	1.3	0.3	-3.2	-9.2	-18.4	0.1	-19.1	0.2	COCC(C)n1c(C)cc(C(=O)CSc2nncn2-c2ccccc2OC)c1C (stereo not given)
19	4.1	9.4	-3.8	-0.3	-8.1	-2.1	-8.8	0.3	CN(C(=O)/C=C/c1ccccc1)c1nnc(C23CC4CC(CC(C4)C2)C3)s1
20	4.1	0.0	13.7	12.8	14.0	15.6	9.8	1.1	Cc1cc2oc(=O)cc(CN(C)Cc3cccc(F)c3)c2cc1Cl

# Compounds listed so far that contain two or more sulfur atoms, in the order listed:
no.	UCHL1 block	USP10 block	OTUD3 block	USP17 block	USP28 block	USP8 inh	USP30 inh	USP7 block	SMILES
10	-1.2	-0.8	-13.8	-14.2	-12.1	-1.7	-3.5	0.2	CCCSc1ncnc2c1sc1nc(C(C)C)c3c(c12)CC(C)(C)OC3
11	-5.8	-1.6	-2.8	-1.7	-3.4	-3.8	-3.0	-3.1	CSc1ncnc2c1sc1nc(C)c3c(c12)CC(C)(C)OC3

# A few values from the entries so far:
# `Cc1oc(-c2ccco2)nc1CN1CCCC1Cn1cncn1` (stereo not given) – USP17 block: -26.7
# `CN(C(=O)/C=C/c1ccccc1)c1nnc(C23CC4CC(CC(C4)C2)C3)s1` – USP8 inh: -2.1
# `CSc1ncnc2c1sc1nc(C)c3c(c12)CC(C)(C)OC3` – USP30 inh: -3.0
# `COCC(C)n1c(C)cc(C(=O)CSc2nncn2-c2ccccc2OC)c1C` (stereo not given) – OTUD3 block: -3.2

# (cont.)
no.	UCHL1 block	USP10 block	OTUD3 block	USP17 block	USP28 block	USP8 inh	USP30 inh	USP7 block	SMILES
21	0.8	4.2	21.4	20.7	22.3	0.4	26.4	0.4	CC(=O)N(Cc1ccccc1)c1nc2nc(C)c(Cc3ccccc3)c(=O)n2[nH]1
22	-2.3	0.0	-6.0	0.7	-1.0	10.7	-0.5	2.0	Cc1nn(C)c(C)c1NC(=O)CN1CC2(CCOCC2)Oc2ccccc2C1=O
23	1.9	-0.5	-6.0	4.5	3.5	2.4	-7.1	-13.4	CC(NC(=O)COC(=O)Cc1cccc(C(F)(F)F)c1)c1ccccc1 (stereo not given)
24	2.4	-2.1	7.5	3.5	7.6	6.9	1.9	7.3	CSc1nc2ncc3c(=O)n(CCN4CCOCC4)ccc3n2n1
25	-1.4	4.8	1.7	57.1*	11.0	11.6	10.2	3.2	Cc1ccn(-c2ccc(NC(=O)C3CCCCC3)cc2)n1
26	-1.6	-5.2	1.6	1.3	5.0	-28.1	-1.4	-16.9	Cc1cc(C)c(NC(=O)CSc2nnc(Cc3cccc4ccccc34)n2C)c(C)c1
27	-1.1	30.5*	10.3	0.6	5.8	46.6*	41.1*	9.2	O=C(NCc1ccccc1Cl)C1CCN(c2ccc(-c3ccccc3)nn2)CC1
28	4.0	1.7	4.8	0.0	7.8	-1.7	10.9	5.7	O=C(NC1CC(=O)N(c2ccc3c(c2)OCCO3)C1)c1cc2ccccc2o1 (stereo not given)
29	-151.1	-4.1	-173.8	-157.0	-230.0	-11.2	i	-128.9	N#Cc1ccsc1NS(=O)(=O)c1ccc(F)cc1
30	7.2	1.5	0.1	3.6	8.2	6.3	0.9	5.4	COc1cc2c(cc1NC(=O)C(C)OC(=O)C1CCN(C(=O)c3ccc(F)cc3)CC1)oc1ccccc12 (stereo not given)

# (continued)
no.	UCHL1 block	USP10 block	OTUD3 block	USP17 block	USP28 block	USP8 inh	USP30 inh	USP7 block	SMILES
31	-2.3	-4.4	-14.0	-11.8	-9.8	-6.3	-36.8	-0.9	NC(=O)N1CCCCCC1C1CCN(Cc2nnnn2-c2ccccc2)CC1 (stereo not given)
32	0.5	-0.9	15.2	19.5	17.8	22.6	27.8	-15.9	Cc1nnc2c3ccccc3c(N3CCCC3)nn12
33	1.8	6.4	13.7	8.4	9.7	16.4	27.3	1.7	CCCOc1cccc(C(=O)Oc2ccc(-n3cnnn3)cc2)c1
34	7.1	6.8	13.6	15.3	25.1	13.6	22.5	-132.7	Cc1ccc(NS(=O)(=O)c2ccc(-c3c(C)noc3C)cc2)cc1
35	2.6	1.9	18.4	6.9	15.4	8.9	23.4	4.5	Cc1ccc(C(=O)N2CC(C(=O)NC3CCCC3)C3(CCOCC3)C2)cc1 (stereo not given)
36	1.6	2.9	7.4	16.7	8.5	-1.2	11.8	-3.8	Cc1ccc(C(=O)N2CCN(c3nc4ccncc4n(C)c3=O)CC2)s1
37	1.8	1.3	9.5	3.1	0.0	4.6	-2.9	2.3	CC(C)CCNC(=O)C1(c2ccc(NS(=O)(=O)c3ccccc3F)cc2)CC1
38	0.5	0.7	14.7	2.1	12.5	-17.3	28.1	3.1	CCOC(=O)N1CCN(S(=O)(=O)c2ccc3c(c2)CCN3C(C)=O)CC1
39	-4.0	-3.4	-11.8	-3.7	-15.9	0.6	-39.0	0.0	Cc1nc2cc(-c3noc(-c4cnccn4)n3)ccc2n(C2CCCC2)c1=O
40	0.0	2.6	-0.1	-0.8	12.1	-30.8	-0.3	2.5	COc1cc([C@@H]2c3c(C)nn(C)c3NC(=O)[C@H]2NC(=O)c2cccc(C)c2)cc2c1OCCO2

# Continued.
no.	UCHL1 block	USP10 block	OTUD3 block	USP17 block	USP28 block	USP8 inh	USP30 inh	USP7 block	SMILES
41	5.1	-2.9	11.1	-13.4	4.3	-90.8	7.6	0.3	Cn1cc(-c2cnc(-c3cccnc3)nc2)cc1C(=O)NCCc1ccccc1
42	-9.5	-3.1	-61.9	-2.0	-66.2	2.3	-153.8	-1.7	COc1ccc(NC(c2nnc(-c3ccccc3)o2)c2ccccc2F)c(OC)c1 (stereo not given)
43	2.7	-2.5	3.7	14.8	·	-0.1	·	-22.2	Cc1cccc(NC(=O)c2ccc(N3C(=O)C(C)CS3(=O)=O)cc2)c1 (stereo not given)
44	2.1	1.2	8.2	0.6	0.4	4.1	-2.8	5.4	Cc1ccc(S(=O)(=O)N2CCOCC2)cc1C(=O)Nc1ccccc1F
45	-3.0	-2.6	-2.2	1.5	0.5	-2.3	15.8	1.5	COc1cc2nc(SCC(=O)N3CCN(c4ccccc4)CC3)n3nc(-c4ccccc4)nc3c2cc1OC
46	-0.1	12.5	13.2	-8.3	12.7	-36.3	22.1	-4.4	CN(Cc1ccccc1Cl)C(=O)c1cccc(S(=O)(=O)N2CCc3ccccc32)c1
47	-0.6	0.8	1.8	-9.3	-3.4	-4.9	0.2	-2.7	Cc1cc2c(cc1CNC(=O)c1ccc3c(c1)CC(C)O3)OCCCO2 (stereo not given)
48	0.9	0.8	10.9	9.0	7.7	10.5	4.0	2.6	CCc1ccccc1NC(=O)CN1C(=O)C2CCCN2C(=O)c2ccc(F)cc21 (stereo not given)
49	-0.8	-6.0	-28.6	24.7	-34.1	3.8	-193.3	-1.0	O=C(CCc1nc2sc3c(c2c(=O)[nH]1)CCCCC3)Nc1ccccc1
50	-2.1	-5.9	-3.7	-11.9	-7.7	-47.3	-17.2	-0.3	O=C(c1ccc(F)cc1)N1CCC2(CC1)COCCN(Cc1ccncc1)C2

# Continuation:
no.	UCHL1 block	USP10 block	OTUD3 block	USP17 block	USP28 block	USP8 inh	USP30 inh	USP7 block	SMILES
51	5.7	0.7	4.7	-4.8	0.7	3.5	2.8	2.6	Cc1ccc(C)c(Cn2c(CN(C)Cc3ccccc3)nc3c2c(=O)n(C)c(=O)n3C)c1
52	0.2	0.4	-4.8	19.8	0.9	-5.1	9.4	57.1*	COc1ccc(-c2nc(CNC(=O)c3ccccc3C)cs2)cc1
53	3.9	5.7	2.4	-15.9	0.5	-142.0	-0.8	-0.5	COc1ccccc1CNC(=O)c1[nH]cnc1C(=O)NCCc1c[nH]c2ccccc12
54	-2.6	1.2	-4.9	-6.7	-4.2	-26.4	-14.2	-0.4	CCN1C[C@@]23CN(C(=O)c4ccncc4)C[C@@H](C[C@@H]2S1(=O)=O)O3
55	-1.1	-0.6	-1.0	-43.3	-6.1	-162.5	-3.7	-60.2	Cn1cc(C(=O)NCc2ccc(F)cc2)c(S(=O)(=O)N2CCCCC2)n1
56	-3.6	-1.9	2.9	-1.2	-3.6	2.5	-4.9	4.1	O=C(NCC(c1ccco1)N1CCCC1)c1ccccc1F (stereo not given)
57	-0.2	-1.1	3.5	0.1	-1.1	3.8	13.2	4.0	CCC1C(=O)NCCN1C(=O)/C=C/c1ccccc1 (stereo not given)
58	-4.7	-6.0	-24.2	-29.7	-21.3	-18.1	-60.3	0.7	CCOc1ccccc1NC(=O)c1ccc(COc2ccc(F)cc2)o1
59	0.2	0.4	2.6	-1.0	0.0	6.5	7.9	3.0	Clc1ccc(C(CNc2nn3cnnc3c3ccccc23)N2CCCCC2)cc1 (stereo not given)
60	-1.0	-3.0	-2.5	-0.1	2.3	-24.6	-25.0	4.1	CNc1ccccc1C(=O)NCCc1ccncc1

# Continuation.
no.	UCHL1 block	USP10 block	OTUD3 block	USP17 block	USP28 block	USP8 inh	USP30 inh	USP7 block	SMILES
61	0.1	2.7	-0.9	-7.2	-4.4	-3.9	-2.2	1.2	CSc1nc2ncc3c(=O)n(CC4CCCO4)ccc3n2n1 (stereo not given)
62	-2.8	-2.3	1.1	-3.5	-1.8	-20.1	1.0	0.4	O=C(C1CN(Cc2ccncc2)Cc2ccnn2C1)N1CCOCC1 (stereo not given)
63	2.9	4.2	16.9	10.5	2.5	11.7	13.4	4.7	Cc1cc(=O)n2c(n1)NC(N1CCC(Cc3ccccc3)CC1)=NC2c1ccccc1 (stereo not given)
64	2.5	-1.0	-23.8	-68.1	-10.4	-208.2	-48.4	6.7	O=C(OC(C(=O)c1c[nH]c2ccccc12)c1ccccc1)c1cccc(Oc2ccccc2)c1 (stereo not given)
